mIAP activ: mouse IAP activation. activation factor at 10 µM. actives 0.24% (n = 330,000). muIAP, CDP-Star luminescence, 30 min; hits give high values; 1 = vehicle-only enzyme signal, 0 = enzyme-free wells. AID 2805;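 active = activation factor of at least 2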; note: the source names both 10 and 20 µM as test concentration; values of inactives mirror those of a sister screen read the other way
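System: mouse IAP enzyme. Reagent: CDP-Star chemiluminescent phosphatase substrate. Benchmarks: DMSO wells, no-enzyme wells. Times: 30 min enzyme-substrate-compound incubation at room temperature. Detection: luminescence from enzymatic CDP-Star hydrolysis. Doses: test compounds delivered from DMSO solution.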
hIAP block: human IAP inhibition; P09923; purified IAP, CDP-Star luminescence, 30 min; inhibition, % at 10 µM; actives 0.12% (n = 330,000);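 active = inhibition reaching a set limit with compound at 10 µM in the primary screen, cut at about 35% in these data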;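 note: plate controls were DMSO wells with enzyme for no effect and no-enzyme buffer wells for full effect; values of inactives mirror those of a sister screen read the other way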
Target sequence (P09923 whole entry, looked up): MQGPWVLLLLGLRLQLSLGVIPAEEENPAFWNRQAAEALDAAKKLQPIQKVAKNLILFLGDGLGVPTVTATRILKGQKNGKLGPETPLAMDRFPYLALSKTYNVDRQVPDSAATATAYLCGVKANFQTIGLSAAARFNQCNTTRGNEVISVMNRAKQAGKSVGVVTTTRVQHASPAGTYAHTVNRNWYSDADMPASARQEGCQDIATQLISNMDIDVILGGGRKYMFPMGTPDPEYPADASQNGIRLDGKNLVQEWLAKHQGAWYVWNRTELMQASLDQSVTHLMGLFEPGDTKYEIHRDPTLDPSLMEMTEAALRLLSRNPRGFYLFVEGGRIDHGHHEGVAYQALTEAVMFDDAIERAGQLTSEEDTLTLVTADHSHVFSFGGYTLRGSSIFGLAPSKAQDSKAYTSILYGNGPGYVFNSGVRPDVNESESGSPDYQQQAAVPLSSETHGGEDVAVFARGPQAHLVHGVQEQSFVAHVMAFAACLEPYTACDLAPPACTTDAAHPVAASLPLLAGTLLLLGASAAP
mIAP inh: mouse IAP inhibition; actives 0.2% (n = 330,000); AID 2806; purified mouse IAP, CDP-Star luminescence, 30 min; inhibition, % at 10 µM;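 active = inhibition of at least 40% at 10 µM in the primary screen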;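 note: plate controls were DMSO with enzyme for no effect and no enzyme wells for full effect; values of inactives mirror those of a sister screen read the other way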
Apaf-1 inh: human Apaf-1 inhibition | reconstituted apoptosome caspase-3 activity, DEVD-Rh110 fluorescence | inhibition, % at 20 µM | actives 0.71% (n = 330,000); active = inhibition of at least 40% at 20 µM;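 note: plate controls were DMSO wells for no effect and DEVD-CHO caspase inhibitor wells for full effect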
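Assay system – apoptosome proteins · Medium – Hepes buffer, pH 7.5 · Also added – cytochrome c with DEVD-Rh110 · Timing – 30 min compound preincubation, 50 min activation, room temperature · Detection – Rh110 fluorescence, excitation 480 nm, emission 540 nm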
NALP3 yeast inh: inhibitors of NALP3 inflammasome in yeast; Yeast reconstituted NLRP3/ASC/caspase-1, beta-gal luminescence, 24 h; inhibition, % at 10 µM; actives 0.39% (n = 330,000); AID 2825;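 active = inhibition of 50% or more; inactive = inhibition below 50%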;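 note: plate controls were induced DMSO wells for no effect and uninduced yeast grown without galactose for full effect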
tim10-1 inh: growth inhibitors of tim10-1 mutant yeast; S. cerevisiae tim10-1 ts strain growth, BacTiter-Glo, 24 h; inhibition, % at 20 µM; actives 2.2% (n = 330,000); AID 463190;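 active = inhibition of at least 40%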;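 note: mutant grown at 25 °C; 0% = DMSO wells with yeast and 100% = wells holding no yeast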
ATG4B inh: inhibitors of human ATG4B cysteine protease; actives 0.51% (n = 340,000); ATG4B cleavage of LC3-PLA2, NBD-HPC fluorescence, 1 h; AID 504462; inhibition, % at 8.33 µM; in the data active = inhibition above about 40%
Target sequence (Q9Y4P1 whole entry, looked up): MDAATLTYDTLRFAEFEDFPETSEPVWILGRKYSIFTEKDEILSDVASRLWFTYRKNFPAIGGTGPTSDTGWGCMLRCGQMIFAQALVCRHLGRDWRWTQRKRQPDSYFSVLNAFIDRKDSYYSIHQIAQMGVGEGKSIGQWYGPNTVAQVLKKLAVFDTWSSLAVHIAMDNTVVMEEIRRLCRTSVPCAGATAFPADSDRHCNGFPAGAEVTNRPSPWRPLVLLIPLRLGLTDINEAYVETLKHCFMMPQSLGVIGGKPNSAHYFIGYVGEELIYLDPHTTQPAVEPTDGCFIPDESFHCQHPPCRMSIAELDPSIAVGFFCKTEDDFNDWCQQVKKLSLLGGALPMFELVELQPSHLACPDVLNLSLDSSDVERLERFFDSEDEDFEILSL
TIM10 inh: TIM10 yeast growth inhibition. inhibition, % at 10 µM. S. cerevisiae TIM10 strain growth, BacTiter-Glo luminescence, 24 h. actives 1.4% (n = 330,000);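 active = inhibition of 40% or more at the single tested concentration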;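 note: wild-type TIM10 isogenic control strain grown at permissive 25 °C; 0% = DMSO yeast wells and 100% = minimal medium wells without yeast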
hIAP activ: human IAP activation; actives 0.16% (n = 330,000); P09923; activation factor at 10 µM; purified human IAP, CDP-Star luminescence, 30 min; hits give high values; 1 = vehicle-only enzyme, 0 = enzyme-free background;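 active = activation factor of the enzyme at least 2-fold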; note: the source names both 10 and 20 µM as test concentration; values of inactives mirror those of a sister screen read the other way
* = called active by the depositor.

SMILES	mIAP activ	hIAP block	mIAP inh	Apaf-1 inh	NALP3 yeast inh	tim10-1 inh	ATG4B inh	TIM10 inh	hIAP activ
COC(=O)c1ccc(-n2nnnc2SCC(=O)Nc2ccccc2F)cc1	1	-3	-3	3	24	-6	-1	-10	1
COc1cccc(OC)c1OCCCCN1CCCC1	1	6	-4	-14	12	-1	-5	-2	0.94
Cc1cc(-c2n[nH]c(=S)n2/N=C/c2ccc(Br)s2)n[nH]1	0.91	-58	9	10	4	35	-10	4	1.6
CC(C)Cn1c(=O)c2c(nc3n2CCCN3Cc2ccccc2)n(C)c1=O	1	-7	0	17	-8	42*	0	15	1.1
O=C1C2C3C=CC(C4CC34)C2C(=O)N1/N=C/c1ccc(-c2cccc([N+](=O)[O-])c2)o1 (centres undefined)	1	10	-4	19	27	4	1	3	0.9
COc1ccc(C(C(=O)NCC2CCCO2)N(C(=O)Cn2nnc3ccccc32)c2ccc(NC(C)=O)cc2)cc1OC (centres undefined)	1	0	-4	6	17	4	1	-14	1
CCN(Cc1nc(-c2ccccc2)no1)C(=O)COc1cccc(OC)c1	1.1	-4	-8	10	9	-8	-4	-17	1
CC(=O)c1c(C)[nH]c(C(=O)NC2CCSc3ccccc32)c1C (centres undefined)	1.1	-28	-14	10	7	8	-1	-3	1.3
CCN1C(=NCc2cc(OC)c(OC)c(OC)c2)N[C@@H](c2ccccc2)C(C(=O)OC)=C1C	0.99	-4	0	-9	12	13	7	4	1
COCCNC(=O)c1c[nH]n2c(=O)cc(C3CCN(C(=O)OC(C)(C)C)CC3)nc12	1.1	-8	-7	5	-16	11	-4	-3	1.1

Entries of single compounds from above. Order of values: mIAP activ	hIAP block	mIAP inh	Apaf-1 inh	NALP3 yeast inh	tim10-1 inh	ATG4B inh	TIM10 inh	hIAP activ
Profile of CC(C)Cn1c(=O)c2c(nc3n2CCCN3Cc2ccccc2)n(C)c1=O = 1	-7	0	17	-8	42*	0	15	1.1
Profile of COc1cccc(OC)c1OCCCCN1CCCC1 = 1	6	-4	-14	12	-1	-5	-2	0.94

(list continues)
SMILES	mIAP activ	hIAP block	mIAP inh	Apaf-1 inh	NALP3 yeast inh	tim10-1 inh	ATG4B inh	TIM10 inh	hIAP activ
O=[N+]([O-])c1cccc(/C=C/c2nc3ccc([N+](=O)[O-])cc3[nH]2)c1	0.88	-6	12	-2	19	20	7	54*	1.1
COc1cc(C(=O)O/N=C(\N)Cc2ccc([N+](=O)[O-])cc2)cc(OC)c1OC	1	-4	0	-14	-18	63*	-11	25	1
O=C(/C=C\c1ccccc1)Oc1cccc2cccnc12	0.94	2	6	-2	53*	6	1	-1	0.98
COc1ccc(CCNC(=O)CSCc2ccc(Cl)cc2)cc1OC	1	5	-3	0	5	22	-2	-17	0.95
COc1ccc(-c2nc(SC(CC(=O)NCCO)c3cccs3)n[nH]2)cc1 (centres undefined)	1	6	-5	-9	-7	15	-10	7	0.94
NC(=S)N/N=C/c1ccc(-c2ccc(Cl)c(Cl)c2)o1	0.86	-15	14	30	18	39	2	27	1.2
Cc1ccc(C(=O)N/C(=C\c2ccccc2)C(=O)NCCN2CCOCC2)cc1	0.96	4	4	0	7	-3	9	7	0.96
CCNc1ccc(C2(O)C(=O)c3ccccc3C2=O)cc1	0.9	-7	10	-7	-6	12	3	16	1.1
COc1ccc([C@H]2CC(=O)C=C(c3cc(F)ccc3F)C2)cc1OC	1	8	-3	9	18	-9	-12	7	0.92
Cc1ccc(NC(=O)[C@H](Cc2c[nH]c3ccccc23)NC(=O)[C@@H]2Cc3ccccc3CN2)c(C)c1	1.1	-8	-11	20	13	9	-10	3	1.1

With a hit mark in NALP3 yeast inh (from the list above):
mol	mIAP activ	hIAP block	mIAP inh	NALP3 yeast inh	ATG4B inh	hIAP activ
O=C(/C=C\c1ccccc1)Oc1cccc2cccnc12	0.94	2	6	53*	1	0.98

Remaining list, next part.
SMILES	mIAP activ	hIAP block	mIAP inh	Apaf-1 inh	NALP3 yeast inh	tim10-1 inh	ATG4B inh	TIM10 inh	hIAP activ
CC(NC(=O)CSc1cccc(C(F)(F)F)c1)c1ccccc1 (centres undefined)	0.93	13	7	4	17	22	-7	14	0.87
C/C(=N\Nc1ccc(Cl)cc1)c1c(O)cc(C)oc1=O	0.88	4	12	-2	28	-18	14	-17	0.96
O=C(c1ccccc1)c1ncc[nH]1	1.1	2	-8	0	-9	3	-2	4	0.98
Cc1cc(CN2C(=O)c3ccccc3C2=O)no1	0.9	11	10	-7	-2	-5	5	5	0.89
CCc1cccc(NS(=O)(=O)c2ccc3c(c2)NC(=O)C(C)S3)c1 (centres undefined)	0.91	11	9	12	11	9	-24	2	0.89
CS(=O)(=O)c1ccc(Cl)c(NC(=O)c2cccc(Br)c2)c1	0.97	-3	3	-4	31	19	-3	6	1
CC1(C)SC(=S)N(/N=C/c2ccccc2O)C1N(O)C(=O)Nc1ccccc1 (centres undefined)	0.93	-20	7	11	6	-4	-11	-2	1.2
CC(C)NC(=O)CN1C(=O)c2cccc3cccc1c23	0.99	-27	1	-12	11	-13	-2	-2	1.3
Cc1ccc(C(=O)Nc2c(C)cc(C)c3cccnc23)cc1	0.94	-5	6	18	33	12	1	16	1.1
Cc1c(C(C)(C)C)s/c(=N/S(=O)(=O)c2ccccc2)n1C	1.1	-1	-11	2	-2	19	1	6	1
C[C@H](NC(=O)N1CCn2c1nc1ccccc12)C(=O)NCc1ccccc1	0.96	0	4	-1	16	20	-7	11	1
COc1ccc(NC(=O)C2CCN(C(=O)C3CC(=O)N(c4ccc(C)cc4)C3)CC2)cc1 (centres undefined)	0.97	10	2	8	8	-14	0	13	0.9
Cn1c(N)c(C(=O)COC(=O)CCc2ccccc2)c(=O)n(C)c1=O	1.1	5	-6	4	7	15	-8	15	0.95
CCc1ccc(NC(=O)C/C(C)=N/NC(=O)OCc2ccc(OC)cc2)cc1	1.2	1	-17	2	-1	11	-10	9	0.99
O=C(CSc1ccc(Cl)cc1)N1CCCC1	0.92	-19	8	8	13	0	-16	3	1.2
CC(=O)c1cccc(NC(=O)c2ccc(S(=O)(=O)N3CCCC3)cc2)c1	1	-4	-4	-2	3	-4	-5	-18	1
COc1ccccc1C(=O)NCCC(=O)N(C)CC(=O)Nc1ccccc1Br	0.95	12	5	-3	17	10	-4	18	0.88
O=C(OC(C(=O)NCc1ccccc1)c1ccccc1)c1ccco1 (centres undefined)	1.1	2	-6	1	12	-8	3	1	0.98
Clc1ccc(-c2c[n+](Cc3ccc(Cl)cc3Cl)c3n2CCCCC3)cc1	1.2	7	-16	1	9	29	-1	34	0.93
N#C/C(=C\C1CC2C=CC1C2)c1nc2ccccc2[nH]1 (centres undefined)	0.94	6	6	9	16	31	0	22	0.94

Ordered by value in hIAP activ (falling): three from the list above.
SMILES	hIAP activ
Cc1ccc(NC(=O)[C@H](Cc2c[nH]c3ccccc23)NC(=O)[C@@H]2Cc3ccccc3CN2)c(C)c1	1.1
CCN1C(=NCc2cc(OC)c(OC)c(OC)c2)N[C@@H](c2ccccc2)C(C(=O)OC)=C1C	1
N#C/C(=C\C1CC2C=CC1C2)c1nc2ccccc2[nH]1 (centres undefined)	0.94

Remaining list, next part.
SMILES	mIAP activ	hIAP block	mIAP inh	Apaf-1 inh	NALP3 yeast inh	tim10-1 inh	ATG4B inh	TIM10 inh	hIAP activ
O=C(CCc1nc2sc3c(c2c(=O)[nH]1)CCCC3)NCCOc1ccccc1	0.9	8	10	18	8	-6	-2	-7	0.92
Cc1ccc(F)cc1S(=O)(=O)NCc1ccc(N2CCN(C)CC2)cc1	0.91	8	9	-12	11	-18	-1	-3	0.92
Cc1ccccc1C(=O)Nc1nnc(S(=O)(=O)N2CCCCCC2)s1	0.95	-6	5	16	4	17	2	13	1.1
Nn1c(SCC(=O)NCc2ccc3c(c2)OCO3)nnc1C1CC1	1	-6	-4	-4	12	-6	-7	-1	1.1
Cn1c(NCCN2CCOCC2)nc2c1c(=O)n(Cc1cccc(Cl)c1)c(=O)n2C	0.98	1	2	-11	-9	19	-4	2	0.99
CCOc1ccc(C(=O)Nc2ccc(NC(=S)NC(=O)CC)cc2)cc1Cl	0.9	3	10	-3	5	19	-2	8	0.97
COc1cc(SC)ccc1C(=O)NCCNC(=O)c1nonc1N	1	-23	-3	-1	20	-23	3	15	1.2
CC1CCc2nc3sc4c(c3c(N)c2C1)CCCC4 (centres undefined)	1.1	5	-8	7	59*	7	8	20	0.95
CC1(C)CC2CC(C)(CN2C(=O)c2ccc([N+](=O)[O-])cc2)C1 (centres undefined)	1.1	-12	-13	10	21	16	-1	20	1.1
Cc1ccc2nc(-c3ccc(SCC(=O)Nc4cc(C)on4)nc3)[nH]c2c1	1	-11	-4	7	14	5	-13	43*	1.1
Cc1ccc(C(=O)N2CCCCCC2)cc1S(=O)(=O)N1CCOCC1	0.96	-16	4	2	24	-1	-2	4	1.2
CC1CCN(C(=O)CN(C)S(=O)(=O)c2cccc3nsnc23)CC1	1	5	0	3	-3	16	-5	-1	0.95
CN(C)CCCNCCNC(=O)/C=N\O	1	-3	-2	-9	14	-3	-3	5	1
COc1cc(C(=O)N2CCN=C2c2ccccc2)cc(OC)c1OC	1	8	-4	0	8	-7	-11	4	0.93
Cc1ccc(C)c(N2CCN(c3ncccc3[N+](=O)[O-])CC2)c1	0.91	18	9	9	21	-12	15	-1	0.82
Cc1cnc(C(=O)OCC(=O)N2CCC(C)CC2)cn1	1.1	-8	-9	2	8	0	-3	2	1.1
Cn1c(C(=O)NCCN2CCOCC2)cc2sccc21	1	3	-1	-1	0	1	2	7	0.97
O=C(/C=C/c1ccco1)N1CCC(Cc2ccccc2)CC1	0.89	6	11	4	22	27	4	4	0.94
O=C(N/N=C\c1ccc(F)cc1)c1cc(OCC(F)(F)F)ccc1OCC(F)(F)F	0.86	12	14	7	9	15	0	11	0.88
CCOc1ccc(CSc2nc(C)cc(COC)c2C#N)cc1OCC	1	3	0	18	25	12	2	16	0.97
CCOc1ccc2nc(NC(=O)CSc3nnnn3C3CCCCC3)sc2c1	1	1	-2	20	13	14	-33	22	0.99
COc1cc(/C=C(\NC(=O)c2ccccc2)C(=O)NCC(=O)O)c([N+](=O)[O-])cc1OC	0.86	-16	14	-2	8	7	5	-2	1.2
N#C/C(=C\c1ccccc1)c1nc2ncccc2[nH]1	1	1	0	-3	41	-6	0	9	0.99

Some of the entries so far, in markdown.
| Structure | mIAP activ | hIAP block | mIAP inh | Apaf-1 inh | NALP3 yeast inh | tim10-1 inh | ATG4B inh | TIM10 inh | hIAP activ |
| --- | --- | --- | --- | --- | --- | --- | --- | --- | --- |
| CCOc1ccc2nc(NC(=O)CSc3nnnn3C3CCCCC3)sc2c1 | 1 | 1 | -2 | 20 | 13 | 14 | -33 | 22 | 0.99 |
| Cn1c(C(=O)NCCN2CCOCC2)cc2sccc21 | 1 | 3 | -1 | -1 | 0 | 1 | 2 | 7 | 0.97 |
| COc1cc(C(=O)N2CCN=C2c2ccccc2)cc(OC)c1OC | 1 | 8 | -4 | 0 | 8 | -7 | -11 | 4 | 0.93 |
